TrxR1 inh: inhibitors of rat thioredoxin reductase 1. AID 588453. O89049. recombinant rTrxR1, NADPH fluorescence consumption, selenite substrate. Potency, µM (top dose mostly 114 µM), for the others: at the top dose activity change, negative = inhibition, most hits filed as inhibitors. 390,000 tested, 1% active; also: potency is read from the fitted curve at half-maximal effect; % is scaled to controls: 0 for no effect and ±100 for the full control effect; nearly all actives have a fitted effect of over 65% in size
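Rat TrxR1 (90 nM in the dispensed reagent) was pre-reduced with 400 uM NADPH for 5 min at room temperature, then incubated with compound for 15 min. After 400 uM selenite was added, NADPH fluorescence (Ex 340/Em 450 nm) was followed for 8 min.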
TRHR PAM: allosterically enhances the human TRH receptor. P34981. TRHR cells, fluo-8 calcium fluorescence, EC20 TRH enhancement. enhancement, % at 2 µM. 360,000 tested, 0.66% active; in the data active = enhancement above about 30%; also: 0% is about no effect
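Enhancer read-out: after compound pinning and an initial kinetic agonist-mode read, an EC20 of TRH (10 nM final) was injected and fluo-8 calcium signal (Ex 480/Em 530) followed at 1 s/cycle for 100 cycles in TRHR-expressing cells.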
USP1 inh: blocks the human USP1/UAF1 deubiquitinase complex | recombinant USP1/UAF1, Ub-Rhodamine cleavage fluorescence | Potency, µM (doses to about 57.1 µM), inactives show top-dose activity change, negative = inhibition, hits mostly inhibitors | 390,000 tested, 0.23% active | O94782; also: potency is read from the fitted curve at half-maximal effect; % is scaled to controls: 0 for no effect and ±100 for the full control effect; nearly all actives have a fitted effect of over 60% in size; inactives centre near -12
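Step one: compound is pinned into 1nM USP1/UAF1 in HEPES pH 7.8 buffer with TCEP. Step two: 15 min room-temperature incubation. Step three: Ub-Rho (150nM final) starts cleavage, tracked by fluorescence over six one-minute reads.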
D2 agonist: activates the human D2 dopamine receptor; P14416; HEK293 T-REx D2 cells, calcium flux agonist mode; activation, % at 2 µM; 340,000 tested, 0.53% active; AID 485358;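 active = activation over 3 SD above normal in the single-dose calcium agonist read, cut at about 30% in these data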; also: 0% is about no effect
Target sequence (P14416 whole entry, looked up): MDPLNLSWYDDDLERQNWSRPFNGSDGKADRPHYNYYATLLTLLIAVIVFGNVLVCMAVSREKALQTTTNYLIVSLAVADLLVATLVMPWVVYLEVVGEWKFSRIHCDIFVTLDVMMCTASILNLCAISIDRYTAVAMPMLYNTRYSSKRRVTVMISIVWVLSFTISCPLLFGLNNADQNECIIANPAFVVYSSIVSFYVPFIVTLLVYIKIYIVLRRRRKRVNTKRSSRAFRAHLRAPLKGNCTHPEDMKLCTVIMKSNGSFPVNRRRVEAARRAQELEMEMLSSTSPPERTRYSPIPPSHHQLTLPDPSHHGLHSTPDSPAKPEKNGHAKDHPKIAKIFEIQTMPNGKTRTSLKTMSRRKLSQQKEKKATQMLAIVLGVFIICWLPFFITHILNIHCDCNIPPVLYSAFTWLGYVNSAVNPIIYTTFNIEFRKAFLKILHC
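In this primary screen, compounds producing a positive calcium signal within 180 s of addition to tetracycline-induced, force-coupled HEK293 Trex D2 cells are flagged; cells are dye-loaded with a no-wash calcium kit beforehand.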
mIDH1 inhibitor: blocks human mutant IDH1 R132H enzyme; O75874; IDH1-R132H enzyme, NADPH consumption, diaphorase/resazurin fluorescence; Potency, µM (doses to about 76.6 µM), for the others: top-dose activity change, negative = inhibition, usual class: inhibitors; 390,000 tested, 0.093% active; AID 602179; also: potency is read from the fitted curve at half-maximal effect; % is scaled to controls: 0 for no effect and ±100 for the full control effect; nearly all actives have a fitted effect of over 65% in size
Target sequence (O75874 whole entry R132H, stated change not applied): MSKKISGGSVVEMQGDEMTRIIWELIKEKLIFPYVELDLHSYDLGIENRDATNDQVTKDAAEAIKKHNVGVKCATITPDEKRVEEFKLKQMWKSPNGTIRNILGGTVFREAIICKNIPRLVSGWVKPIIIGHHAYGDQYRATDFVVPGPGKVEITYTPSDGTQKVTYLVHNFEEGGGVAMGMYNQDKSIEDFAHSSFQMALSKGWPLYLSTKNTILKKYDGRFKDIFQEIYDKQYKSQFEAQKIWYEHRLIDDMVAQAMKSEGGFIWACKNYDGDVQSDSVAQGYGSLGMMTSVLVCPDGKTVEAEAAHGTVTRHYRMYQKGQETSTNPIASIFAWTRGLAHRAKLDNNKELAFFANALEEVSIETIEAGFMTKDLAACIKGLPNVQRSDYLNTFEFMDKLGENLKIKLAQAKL
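IDH1-R132H (0.5 ug/mL) preincubated 30 min with compound, then NADPH (0.016 mM) and alpha-KG (2 mM) added; 80 min at RT, pH 7.5. Remaining NADPH coupled via diaphorase/resazurin to fluorescence (540/590 nm); concentration-response curves normalized to no-enzyme control.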
TrxR1 substrate: rat thioredoxin reductase 1 substrate activity; O89049; purified TrxR1 substrate turnover, NADPH consumption readout; Potency, µM (titrated, usually from 114 µM), inactives show at the highest dose activity change, negative = substrate turnover; 390,000 tested, 0.01% active; AID 588456; also: potency is read from the fitted curve at half-maximal effect; % is scaled to controls: 0 for no effect and ±100 for the full control effect; nearly all actives have a fitted effect of over 50% in size
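Rat TrxR1, dispensed at 90 nM, was prereduced with 400 uM NADPH (final) for 5 min at ~22 deg C, then incubated with compound 15 min before 400 uM selenite. A first-read NADPH fluorescence drop versus no-compound background flagged substrates.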
D2 antagonist: antagonists of human D2 dopamine receptor; HEK293 TREx D2 cells, calcium flux, dopamine EC80; inhibition, % at 10 µM; 340,000 tested, 2% active; in the data active = inhibition above about 30%; also: 0% is about no effect
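Calcium flux kinetic readout in an inducible HEK293 TREx D2 line plated overnight at 30 C. After 180 s compound exposure, an EC80 dopamine challenge follows with another 180 s kinetic read to detect antagonism.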
PI4K2A inh: blocks human PI4K2A kinase activity. Q9BTU6. purified PI4K2A, ADP-Glo luminescence, 1 h; hits give low values. activity change, negative = inhibition, % at 76.9 µM. 420,000 tested, 0.13% active; in the data active = activity change below about -50%; inconclusive = mostly about -30% to -49%;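 also: -100% = wells without enzyme as full effect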
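Compounds are screened against recombinant PI4K2A using PI as substrate and ATP, the latter dispensed at 300 microM. Reactions run one hour at ambient temperature before ADP-Glo detection; full inhibition defined by wells lacking enzyme.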
TRHR agonist: TRH receptor (human) agonism; activation, % at 2 µM; 360,000 tested, 0.18% active; TRHR cells, calcium flux fluo-8, FDSS agonist mode; AID 493084; in the data active = activation above about 30%; also: 0% is about no effect
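Agonist-mode FDSS calcium read (Ex 480/Em 530, 1 s cycles) in 1536-well TRHR cells with fluo-8 dye, after 10-cycle baseline and 23 nL compound addition; TRH at EC20 (10 nM final) added afterwards for the enhancer phase.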
* marks the source's active call; other numbers are inactive results; ? = inconclusive; . = no result given; [ ] = remark or other dose. Unless noted, calls follow the shape of the dose curve; as a rule, active = well fitted inhibition curve with a large enough effect; inconclusive = small, poorly fitted or top-dose-only effect; inactive = no such curve, though single readings can be large or run the other way.

SMILES | TrxR1 inh | TRHR PAM | USP1 inh | D2 agonist | mIDH1 inhibitor | TrxR1 substrate | D2 antagonist | PI4K2A inh | TRHR agonist
COc1ccc(C(CC(=O)N2CCOCC2)c2c(O)cc(OC)cc2OC)cc1 (configuration not stated) | 8% | 0 | ? | -0.3 | 5% | 3% | 10 | -4 | -0.4
O=C(Nc1nnc(-c2ccccc2)o1)Nc1ccccc1Cl | 20% | 3 | -25% | 0.7 | 10% | 20% | 11 | -3 | -0.2
Nc1n[nH]c(N)c1N=Nc1ccc(F)cc1 | -8% | -2 | -8% | 0.2 | 8% | -6% | 5 | -2 | -0.8
CC(c1ccon1)N(C)Cc1cn[nH]c1-c1ccc(-c2ccccc2)cc1 (configuration not stated) | 15% | 11 | -10% | 0.7 | -6% | -2% | -9 | 2 | 0.0
CCOC(=O)C1(Cc2ccccc2C)CCCN(C(=O)CCc2cccnc2)C1 (configuration not stated) | -8% | 5 | -18% | -1.6 | 2% | 1% | 7 | 5 | -0.6
CCOC(=O)C1CCCN(C(=O)CNC(=O)Cn2ccc3ccccc3c2=O)C1 (configuration not stated) | 2% | -5 | -11% | -0.5 | 3% | 0% | -2 | 0 | -1.1
COc1ccccc1N1CCN(C(=O)CCc2nnc3ccc(N4CCOCC4)nn23)CC1 | 4% | -4 | -17% | -0.6 | -6% | 2% | -1 | 9 | -0.2
Cc1nn2c(-c3ccc(F)cc3)ccnc2c1Br | 22% | -6 | -29% | -1.3 | -6% | 7% | -13 | -1 | -0.9
Cc1cnc(NC(=O)CSc2ccc(Cl)cc2)s1 | 14%[57.1 µM] | -8 | -20% | 0.1 | 3% | 9%[57.1 µM] | 10 | 0 | -1.2
O=S(=O)(c1cccc(S(=O)(=O)N2CCOCC2)c1)N1CCCCC1 | -11% | -2 | -8% | -0.5 | 5% | -11% | 23 | -3 | 2.8
COc1ccc(N2CCN(C(=O)COc3ccccc3C#N)CC2)cc1 | 19% | 3 | -31% | 0.1 | 39%[activator] | 5% | . | -1 | -0.2
O=C(Nc1ccccc1Cl)c1ccc(-n2cccn2)c([N+](=O)[O-])c1 | -61% | -2 | -1% | -0.9 | 18% | -21%[57.1 µM] | 1 | -7 | -1.8
CN1C(=O)SC(Nc2ccc(F)cc2)C1=O (configuration not stated) | -3%[57.1 µM] | -4 | -12% | -0.2 | -18% | 5%[57.1 µM] | 7 | -1 | -0.8
CC(C)=N/N=C1/NC(=O)C(c2ccc(Cl)cc2)S1 (configuration not stated) | 3% | . | -14% | . | -3% | 3% | . | 6 | .
CCc1ccc(NC(=O)C2CCC(CNC(=O)[C@@H]3Cc4ccccc4CN3)CC2)cc1 (some centres not stated) | 29% | 0 | -6% | 0.5 | -6% | 1% | 5 | 3 | 1.0
CC(=O)NCC(=O)NC1CCCc2c1cnn2-c1ccc(C(C)(C)C)cc1 (configuration not stated) | 22% | 7 | -21% | 0.2 | 2% | 5% | -2 | 50 | 0.6
NC(=O)c1cccn1Cc1ccccc1Cl | 14% | 9 | -12% | -1.7 | 15% | -6% | -15 | 1 | 0.4
CCn1nc(CC(=O)O)c2ccccc2c1=O | 17%[57.1 µM] | 9 | -2% | 0.9 | 5% | 7%[57.1 µM] | 10 | 13 | 0.6
COc1ccccc1N1CCN(C(=O)c2c(C)noc2C)CC1 | 11% | -1 | -22% | 0.3 | 9% | 4% | -12 | -5 | 0.4
C[C@H](OC(=O)NCc1ccc(C(F)(F)F)cc1)[C@@H]1O[C@@]2(C)CCC[C@@H]1O2 | 21% | 4 | -27% | 0.2 | 11% | 7% | -4 | -2 | -0.2
O=C(NC(N1CCOCC1)C(Cl)(Cl)Cl)c1ccccc1Cl (configuration not stated) | 23% | -3 | -7% | 1.9 | 11% | 6% | -2 | -8 | -0.2
CC(C)CC(C(=O)Nc1oc(-c2ccccc2)c(-c2ccccc2)c1C#N)N1C(=O)c2ccccc2C1=O (configuration not stated) | 15% | 0 | -16% | 1.1 | 1% | 2% | -14 | -2 | 0.2
N#Cc1cc(-c2ccc(Cl)cc2)cnc1Sc1ccccc1 | 16% | . | -12% | . | 1% | 5% | . | 3 | .
O=C(NCCc1ccc(Cl)cc1)C1CCCN1C(=O)Nc1ccccc1 (configuration not stated) | 3% | -7 | -15% | 1.3 | 6% | -10% | 1 | 1 | 0.0
CCOc1ccc(-c2cc(C(=O)N/N=C/c3ccc(O)cc3)c3ccccc3n2)cc1 | 43%[activator] | . | -26% | . | 2% | 103%[activator] | . | 2 | .
Cn1ccnc1SCCNC(=O)CCc1nnc(CCCCc2ccccc2)o1 | 12% | 7 | -23% | 0.0 | 3% | -2% | 18 | 2 | 0.0
Cc1cccn2c(=O)c3cc(S(=O)(=O)c4ccccc4)c(=N)n(CC4CCCO4)c3nc12 (configuration not stated) | 41% | 17 | -11% | -0.3 | -5% | 44%[activator][57.1 µM] | 10 | -1 | -1.2
CC(C(=O)NCCN1C(=O)S/C(=C\c2cccnc2)C1=O)N1C(=O)c2ccccc2C1=O (configuration not stated) | -13% | 4 | 1% | 0.3 | -6% | -13% | -5 | 1 | 0.4
CCOC(=O)/C(=N\Nc1ccccc1Cl)N(C)C1CCCCC1 | 15% | 0 | -20% | -0.4 | -1% | -1% | 14 | 0 | -0.9
Cc1c(-n2c(-c3ccccc3)nc3ccccc3c2=O)c(=O)n(-c2ccccc2)n1C | -4% | 0 | -24% | -0.1 | -3% | -9% | -11 | -3 | -0.2
COc1cccc(N2CCN(S(=O)(=O)c3cn(C)cn3)CC2)c1 | 4% | -7 | -7% | -0.2 | 4% | -6% | 2 | 2 | 0.0
CCn1c(SCC(=O)Nc2cc(NC(C)=O)ccc2OC)nnc1-c1cccnc1 | 9% | -5 | -12% | -0.3 | 1% | 9% | -26 | 3 | 0.1
O=C1Nc2ccccc2C(=O)N2[C@H](c3ccccc3)[C@@H]3C(=O)N(Cc4ccccc4)C(=O)[C@@H]3[C@H]12 | -3% | 3 | -23% | 1.0 | 4% | -12% | 30 | 3 | 0.4
Cc1ccc(C)c(Cn2nnc3c(=O)[nH]c(C(=O)NCc4ccco4)nc32)c1 | -22% | 1 | -13% | -1.5 | -7% | 5% | 1 | 10 | -1.3
COc1ccc(-c2nc3nc(C)cc(N4CCN(c5cccc(C(F)(F)F)c5)CC4)n3n2)cc1 | 23% | 0 | -22% | . | 14% | 3% | . | 3 | -0.5
COc1cc(N(C)C)c(NC(C)=O)cc1C(=O)O | -9% | -1 | -7% | 0.0 | 7% | 1% | 4 | -16 | 0.4

Record cards (already shown):
`COc1cccc(N2CCN(S(=O)(=O)c3cn(C)cn3)CC2)c1` is listed with TrxR1 inh = 4%; TRHR PAM = -7; USP1 inh = -7%; D2 agonist = -0.2; mIDH1 inhibitor = 4%; TrxR1 substrate = -6%; D2 antagonist = 2; PI4K2A inh = 2; TRHR agonist = 0.0
`CCOc1ccc(-c2cc(C(=O)N/N=C/c3ccc(O)cc3)c3ccccc3n2)cc1` is listed with TrxR1 inh = 43%[activator]; TRHR PAM = .; USP1 inh = -26%; D2 agonist = .; mIDH1 inhibitor = 2%; TrxR1 substrate = 103%[activator]; D2 antagonist = .; PI4K2A inh = 2; TRHR agonist = .

(list continues)
SMILES | TrxR1 inh | TRHR PAM | USP1 inh | D2 agonist | mIDH1 inhibitor | TrxR1 substrate | D2 antagonist | PI4K2A inh | TRHR agonist
O=c1c(N2CCOCC2)nsn1Cc1ccccc1 | -2% | 6 | -10% | 0.8 | 2% | -7% | 8 | 3 | -0.5
COc1ccc(C(=O)N/C(=C\c2ccco2)C(=O)NCCN2CCOCC2)cc1 | -14% | 19 | -2% | -0.7 | 1% | -8% | 3 | 1 | -2.2
COc1cccc(C(=O)CSc2nc3ccccc3n2CC(=O)N2CCOCC2)c1 | 15% | 1 | -6% | -0.7 | 8% | 7% | 1 | -4 | -0.2
Cc1ccc(-c2nc(SCC(=O)NCC3CCCO3)c(-c3ccccc3)[nH]2)cc1 (configuration not stated) | 4%[57.1 µM] | -7 | -6% | 1.1 | 23% | -7%[57.1 µM] | 9 | -4 | 1.8
Cc1ccccc1N1CCN(S(=O)(=O)c2ccc3oc(=O)ccc3c2)CC1 | 10%[57.1 µM] | 3 | -21% | -0.3 | 1% | -8%[57.1 µM] | 5 | 5 | 0.2
Cc1ccc(-n2nnnc2SCC(=O)NCCC2=CCCCC2)c(C)c1 | -5% | 16 | -15% | 0.3 | 7% | -11% | -7 | -2 | -1.0
NC(=O)Cc1ccc(Nc2nnc(-c3ccc(O)cc3)c3ccccc23)cc1 | -7% | 1 | -8% | -0.5 | 8% | -1% | 5 | -6 | -0.2
Cn1c(CNc2ccccn2)c(C#N)c2ccccc21 | -9% | 2 | -17% | -0.3 | 9% | -5% | 10 | 7 | 0.0
Cc1ccc(C(c2cc(Cl)c3cccnc3c2O)N2CCN(C)CC2)cc1 (configuration not stated) | 4.5µM* | 14 | -19% | 0.5 | -2% | 6% | 39* | 2 | -0.6
COc1cccc2c1C(=O)c1c(O)c3c(c(O)c1C2=O)CC(O)(C(C)=O)CC3OC1CC(N(C)C)C(O)C(C)O1 (configuration not stated) | 7%[11.4 µM] | . | ? | . | -12% | 4%[11.4 µM] | . | -9 | .
O=C(NC(Cc1ccccc1)C(=O)O)/C(=C\c1ccc(Cl)cc1)NC(=O)c1ccco1 (configuration not stated) | ? | 10 | -15% | -1.0 | 9% | -4% | -5 | 7 | -0.2
CCOCCCn1c(=N)c(C(=O)NCc2ccc3c(c2)OCO3)cc2c(=O)n3ccccc3nc21 | . | -1 | . | 1.0 | . | . | 1 | . | 0.1
CC(Sc1nnc(Cc2ccc([N+](=O)[O-])cc2)o1)C(N)=O (configuration not stated) | 20% | 13 | ? | -0.6 | 4% | 9% | 6 | 0 | -0.4

Screens: PubChem, National Center for Advancing Translational Sciences (NCATS)
